Measles CPE – compounds protecting cells from measles virus cytopathic effect, primary screen, measles RdRp inhibitor project, single point, MLSMR library, absorbance; Measles virus-infected cells, CPE protection; protection (pct of control), % at 4 µM; 140,000 tested, 1.5% active; AID 841, 2007; in the data active = protection mostly above about 24%, no sharp cut-off; inactive = mostly below about 26%; note: some compounds called inactive have numbers as strong as hits
HCT116 PTEN-null – growth suppression of PTEN-null HCT116, primary screen, cell-based, CellTiter-Glo. HCT116 PTEN-null viability, 60 h; active compounds read low. viability, % at 10 µM. 140,000 tested, 1.2% active;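 active = viability at or below a set limit, 4 SD under the median of all tested compounds, cut at about 3.7% in these data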;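 note: PTEN knockout HCT116 line with beta catenin targeted HCT116 as companion control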
Phagocytosis inh – inhibitors of macrophage phagocytosis, primary screen, imaging, J774A.1 cells, IgG beads. AID 1029, 2008. J774A.1 macrophage IgG-bead phagocytosis. inhibition, % at 5 µM. 110,000 tested, 0.07% active;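 active = inhibition above the mean of the plate negative controls plus 5 SD, cut at about 13% in these data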;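 note: phagocytic index as fraction of beads internalized from green versus red external bead signal; plate controls were DMSO negative control for no effect and cytochalasin-D positive control for full effect; some results beyond the cut were filed as inactive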
GALR2 blocker – GALR2 antagonists in receptor-expressing cells, primary screen; antagonist mode; inhibition, % at 4 µM; 140,000 tested, 0.39% active; in the data active = inhibition above about 27%;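 note: cells stimulated with galanin 1-16 at roughly its EC80; 0% = agonist challenge control and 100% = basal control without agonist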
Target sequence (O43603 whole entry, looked up): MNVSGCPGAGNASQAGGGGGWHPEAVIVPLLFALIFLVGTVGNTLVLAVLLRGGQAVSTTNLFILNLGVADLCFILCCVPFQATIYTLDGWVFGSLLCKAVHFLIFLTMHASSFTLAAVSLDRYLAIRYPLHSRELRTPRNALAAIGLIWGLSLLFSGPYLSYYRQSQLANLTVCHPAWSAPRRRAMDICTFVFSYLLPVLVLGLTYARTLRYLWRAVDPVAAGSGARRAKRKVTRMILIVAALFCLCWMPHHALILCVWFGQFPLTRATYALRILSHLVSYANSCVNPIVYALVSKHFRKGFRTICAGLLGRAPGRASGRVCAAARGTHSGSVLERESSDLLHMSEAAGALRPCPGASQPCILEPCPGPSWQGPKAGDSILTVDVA
NPY-Y2 antag – NPY-Y2 receptor antagonists, primary screen, cell-based; 140,000 tested, 0.99% active; inhibition, % at 2.7 µM; NPY-Y2 expressing cells, antagonist mode; in the data active = inhibition above about 17%;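 note: 0% = vehicle with agonist challenge and 100% = reference antagonist with challenge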
Target sequence (P49146 whole entry, looked up): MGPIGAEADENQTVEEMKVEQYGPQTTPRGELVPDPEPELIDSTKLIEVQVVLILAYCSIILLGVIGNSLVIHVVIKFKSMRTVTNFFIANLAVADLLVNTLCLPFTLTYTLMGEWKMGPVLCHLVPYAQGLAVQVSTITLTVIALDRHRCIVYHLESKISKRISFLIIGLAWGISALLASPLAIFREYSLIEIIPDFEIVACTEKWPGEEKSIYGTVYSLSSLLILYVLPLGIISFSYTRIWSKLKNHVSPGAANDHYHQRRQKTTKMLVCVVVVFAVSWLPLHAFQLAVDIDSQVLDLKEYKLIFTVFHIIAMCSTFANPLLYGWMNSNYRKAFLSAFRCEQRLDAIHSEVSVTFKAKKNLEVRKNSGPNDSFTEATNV
HCT116 bCat-KO – primary screen for growth suppressors in beta-catenin knockout HCT116 cells (colon tumor, human). HCT116 beta-catenin knockout viability, CellTiter-Glo, 60 h; active compounds read low. viability, % at 10 µM. 140,000 tested, 1.5% active. AID 818, 2007;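 active = viability at or under a set limit, the compound median less 4 SD, cut at about 6% in these data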;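 note: 0% = Hyamine 1622 control at 20 µM and 100% = untreated cell control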
E-sel TNF inh – E-selectin induction blockers in HUVEC – imaging, immunofluorescence, high content, primary screen; HUVEC TNFa-induced E-selectin immunofluorescence; inhibition, % at 2 µM; 120,000 tested, 0.71% active;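 active = inhibition above the batch mean plus 3 SD, and confirmed as a hit on visual image review, cut at about 43% in these data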;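 note: 0% = TNF-stimulated DMSO wells and 100% = unstimulated control wells; not every result past the cut was called active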
MRP-1 activ – H69AR viability gain despite doxorubicin, primary screen, MRP-1 activator project, H69AR cells, CellTiter-Glo. viability rescue. 140,000 tested, 0.61% active. AID 799, 2007. viability increase, % at 10 µM;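 active = viability gain under doxorubicin at or above a set limit, the compound median plus 3 SD, cut at about 4.7% in these data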;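 note: MRP-1 overexpressing cells given doxorubicin 25 µM after compound pretreatment; 18-22 h compound pretreatment then 72 h with doxorubicin before readout; 0% = doxorubicin-only wells and 100% = vehicle-treated cells without doxorubicin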
Yeast life ext – compounds extending yeast replicative lifespan, primary screen, S. cerevisiae, OD615; 130,000 tested, 0.68% active; inhibition of the nicotinamide effect, % at 10 µM; S. cerevisiae growth with nicotinamide; deaD strain in restrictive glucose medium;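 active = inhibition above a set limit, placed 3 SD over the median of all compounds, cut at about 26% in these data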;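 note: 0% = nicotinamide-treated wells and 100% = cells grown without nicotinamide; some compounds called inactive have numbers as strong as hits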
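System: DeaD-strain S. cerevisiae / Buffer or medium: CSMM-D, restrictive glucose (dextrose) synthetic minimal medium / Probe or stimulus: nicotinamide, 1.5 mM, co-present with compound / Compound: one concentration, 10 µM, DMSO 0.25% / Incubation: 48 h compound exposure at 30 °C, humidified / Technique: optical density (absorbance) at 615 nm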
Yeast growth inh – growth inhibitors of yeast BB579 in restrictive medium, primary screen, yeast lifespan-shortening project, S. cerevisiae; OD615, 48 h; inhibition, % at 10 µM; 140,000 tested, 0.51% active; AID 804, 2007;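 active = inhibition above a set limit, 3 SD over the mean compound inhibition, cut at about 44% in these data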; note: inactives centre near -24
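System: DeaD yeast strain BB579; buffer or medium: CSMM-D dextrose restrictive medium; technique: OD at 615 nm; schedule: 4 h cell preincubation, 48 h compound exposure, 30 °C humidified; doses: single 10 µM dose; controls: amphotericin B 10 µg/mL, positive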
Numbers without * were called inactive; nt = not tested or not shown. Compounds as they come. About 6.4% of those tested had a hit in this group.

Values in the order – MRP-1 activ, Measles CPE, HCT116 bCat-KO, NPY-Y2 antag, GALR2 blocker, Yeast growth inh, Yeast life ext, E-sel TNF inh, Phagocytosis inh, HCT116 PTEN-null
O=C(NN1C(=O)C2C3C=CC(C3)C2C1=O)c1ccncc1 (stereo unspecified)
→ -1.1, 28.0, 86.1, -1.4, -2.0, -2.9, -1.6, 3.1, nt, 91.7
COc1ccc(-c2cc(-c3ccc(C)cc3)nc(SCc3nnc(-c4ccccc4)o3)c2C#N)cc1OC
→ -4.7, 2.1, 1.5*, 4.4, 5.1, -27.8, 3.4, nt, -3.0, 1.3*
COC(=O)c1ccccc1NC(=O)CSc1nnc(C(C)NC(=O)c2ccc(Cl)cc2Cl)n1C (stereo unspecified)
→ -1.0, 11.8, 88.0, 0.4, -5.4, -16.2, -6.4, 2.6, -0.3, 94.5
O=C(Nc1ccc(Br)cc1)C1CCCN1S(=O)(=O)c1cccs1 (stereo unspecified)
→ -0.5, 10.1, 14.3, 3.7, 2.0, -11.5, -6.3, -8.4, -0.1, 29.4
CCC(C)(C)NCC(=O)Nc1ccc(OC(F)(F)F)cc1
→ -0.4, 5.1, 98.4, 2.6, -11.8, -38.1, -15.6, -7.5, 0.4, 95.2
COc1ccc(/C=C/C(=O)Oc2ccc(/C=N\NC(=O)c3ccc(F)cc3)cc2)cc1
→ -0.9, 7.5, 92.0, 3.3, -21.3, -53.3, -1.6, nt, -1.6, 90.7
CCOC(=O)C1CCCN(Cc2nc(N)nc(Nc3ccc(OC)cc3)n2)C1 (stereo unspecified)
→ -2.2, 5.5, 86.4, 2.9, -5.9, -24.2, 5.9, 6.5, -4.1, 77.9
CCCS(=O)(=O)N1CCCC(C(=O)NCCCOC(C)C)C1 (stereo unspecified)
→ 1.2, 25.1, 111.1, 0.8, -7.8, -10.7, -8.3, 11.7, nt, 94.7
CCN(CC)S(=O)(=O)c1ccc(NC(=O)COc2nc3ccccc3nc2N2CCOCC2)cc1
→ -1.6, 3.2, 61.6, 4.5, -14.6, -41.0, 0.5, -3.2, -2.1, 68.9
CCNc1nc(NC(C)C)nc(NS(=O)(=O)c2ccc(N)cc2)n1
→ -2.4, 19.1, 89.3, 1.9, -10.1, -23.9, -6.9, 27.0, -1.0, 94.6
O=C(c1coc2ccc(O)c(CN3CCOCC3)c12)C1CC1
→ 0.1, 1.0, 84.8, 0.6, 0.0, -41.6, -6.4, nt, -2.8, 89.3
CCSc1nnc(NC(=O)c2cccs2)s1
→ 0.5, 12.8, 86.4, 2.2, 7.5, -37.5, -15.3, -13.4, 0.0, 78.1
O=C(COC(=O)C1CC(=O)N(C2CCCCC2)C1)c1ccc(F)cc1 (stereo unspecified)
→ 0.1, 3.4, 94.9, -1.0, 4.3, -17.0, -7.3, -37.8, 0.0, 101.4
N#Cc1c2c(c(=S)n(-c3ccccc3)c1N)CCCC2
→ -4.2, 6.1, 80.6, -0.2, 12.0, 1.5, -6.2, -13.8, -0.4, 99.0
O=c1c(/C=N/O)c(Nc2ccccc2)nc2ccccn12
→ -2.4, 3.0, 52.6, 2.7, 6.6, -3.8, -9.1, nt, -1.5, 55.5
Cc1ccc(S(=O)(=O)N(CC(=O)NCCC2=CCCCC2)Cc2ccccc2F)cc1
→ -0.6, 5.2, 73.0, 5.7, -3.2, -32.3, 18.6, 5.2, nt, 76.0
CCOC(=O)Cc1csc(NC(=O)c2ccc(OC)c(OC)c2)n1
→ -0.6, 6.9, 86.5, -0.4, 8.1, -38.3, -24.6, nt, nt, 106.9
C[C@@H](C(=O)NCc1ccc(S(C)(=O)=O)cc1)[C@H]1C[C@]1(C)[C@H](NC(=O)OCc1ccccc1)c1ccccc1
→ -1.8, 5.0, 69.0, 1.6, -17.7, -23.5, 2.7, -19.7, nt, 68.4
O=C(NCc1ccc(F)cc1)c1cnc2n(c1=O)CCS2
→ 0.4, 10.0, 107.2, -1.1, 8.0, -9.7, -7.3, 22.1, -0.7, 95.3
COc1cc2[nH]c(=S)n(CCN3CCCCC3C)c(=O)c2cc1OC (stereo unspecified)
→ -1.5, 4.5, 84.7, 3.1, 7.2, -53.7, 11.6, nt, -1.7, 96.6
O=C(CCN(CCO)Cc1ccccc1)Nc1ccc(Br)cc1
→ -5.4, 9.0, 77.3, 0.4, 7.8, -18.6, -21.2, -9.1, 0.8, 82.2
O=C(COC(=O)CCSc1ccc(Cl)cc1)Nc1ccc(F)cc1
→ -1.4, 5.8, 84.4, 12.8, 4.2, -25.4, -1.6, nt, -8.5, 97.2
CC(=O)C1=C(C)NC(SCC(=O)Nc2nc3ccccc3s2)=C(C#N)C1c1ccc(Cl)cc1 (stereo unspecified)
→ -2.6, 21.7, 79.7, 11.7, 4.3, -27.8, 1.0, 4.8, -1.5, 69.8
Cc1ccc(OCC(=O)NNC(=O)CCC(=O)Nc2ccc(C)cc2C)cc1
→ -0.2, 6.2, 93.8, -2.3, -4.7, -26.1, -8.3, -14.0, nt, 105.4
COc1ccccc1N1CCN(Cc2ccc(O)c3ncccc23)CC1
→ -5.4, -1.1, 3.3*, 1.6, -1.4, -16.8, -1.8, -11.7, 0.6, 1.7*
O=C(Nc1cc(=O)[nH]c2ncnn12)c1ccccc1
→ -1.7, 6.2, 92.2, 2.8, 8.4, -16.3, -26.5, -6.3, 1.8, 92.9
COc1cc(C)ccc1OCCOc1ccccc1Cl
→ -0.4, 3.7, 105.5, 7.0, -4.5, -31.6, -10.3, -45.9, -1.7, 93.9
COc1ccc(CCN(C(=O)c2cccc(F)c2)C2CC(=O)N(c3ccccc3)C2=O)cc1 (stereo unspecified)
→ 0.1, 7.1, 88.4, 1.1, -2.1, -18.9, 6.8, nt, -12.7, 88.2
FC(F)(F)c1cccc(NC(=S)NCCc2ccccn2)c1
→ -6.4, 6.0, 68.3, -3.9, 3.5, -32.6, -18.3, 3.7, -0.4, 79.9
Nc1c(S(=O)(=O)c2cccs2)c2nc3ccccc3nc2n1Cc1cccs1
→ -2.2, 4.6, 81.9, -1.9, 10.5, -53.8, -6.5, -9.7, 0.3, 77.6
Cc1ccc(/C=N/NS(=O)(=O)c2ccccc2)o1
→ -2.4, 11.3, 97.1, 1.8, 3.9, 6.1, 4.7, 4.9, 0.4, 92.7
Cc1csc(Sc2nc3c(c(=O)[nH]c(=O)n3C)n2CCCc2ccccc2)n1
→ -0.8, 13.2, 98.1, 0.5, 2.9, -39.6, 3.0, nt, -3.1, 97.9
CCOCC(=O)Nc1ccc(S(=O)(=O)NCCc2ccccc2)cc1
→ -2.7, 8.3, 81.3, 8.2, -8.3, -39.1, -3.1, -9.2, 0.0, 84.0
O=C(CCCc1nc2ccccc2s1)NCc1ccccc1F
→ 0.5, 8.6, 94.5, 6.5, 13.9, -50.4, -3.9, 20.4, -1.1, 95.1
COCCCNc1ncnc2c1cnn2-c1ccc(C)cc1C
→ -1.4, 6.6, 97.7, 3.0, 7.3, 18.4, -9.0, -6.2, 6.1, 95.0
COc1cc(C)c(Br)cc1S(=O)(=O)N1CCOCC1
→ -2.4, 15.2, 99.0, 0.6, 2.0, -18.1, -3.8, -12.8, nt, 96.8
Cc1noc(C)c1CSc1nc2sc3c(c2c(=O)n1C)CCCC3
→ -1.6, 96.1*, 85.7, 4.6, 1.6, -28.1, -10.4, 10.9, -0.8, 84.6
Cc1ccc(NC(=O)CN(C)C(=O)/C=C/c2cccs2)cc1
→ -2.8, 20.3, 89.6, 1.4, -7.4, -12.2, -5.6, nt, -6.2, 100.7
O=C(/C=C/c1ccccc1)N/C(=C/c1ccccc1)C(=O)Nc1ccccc1O
→ -3.3, 12.4, 82.5, 3.1, 13.1, 0.6, -0.8, 6.9, -3.8, 72.7
CCOC(=O)c1cc(C(=O)OCC)c(=O)[nH]c1C
→ -0.2, 10.3, 98.1, 3.6, -17.7, -34.1, 6.2, 16.9, 1.0, 102.7
COC(=O)c1c(C)n(-c2ccccc2)c2ccc(O)cc12
→ -5.1, 9.3, 51.1, 0.4, 5.0, -46.1, -23.7, 7.6, nt, 39.0
S=C(NC12CC3CC(CC(C3)C1)C2)N1CCCC1
→ -0.1, 32.3, 96.1, -0.7, 2.8, -17.8, 17.8, -4.3, -5.3, 96.2
COc1ccc(NC(=O)c2ccc3ccccc3c2)cc1NS(=O)(=O)c1ccc(F)cc1
→ 1.0, 12.6, 86.8, -0.5, 6.7, -36.2, -4.2, nt, -12.2, 83.6
C=CCNC(=O)C(C)N1C(=O)c2ccccc2C1=O (stereo unspecified)
→ -0.9, 19.2, 106.1, 0.8, -4.5, -1.5, -12.1, -5.5, 2.5, 99.0
CC(=O)NCC(=O)N(C)C(C(=O)Nc1ccc(C(C)C)cc1)c1ccccc1 (stereo unspecified)
→ 1.6, 3.8, 104.0, 0.0, 1.1, -39.4, -9.9, 5.9, 0.0, 108.5
CCOc1cc(S(=O)(=O)NCCN2CCOCC2)c(C)cc1C
→ -0.8, 6.0, 91.4, 1.4, -5.5, -27.1, -28.1, -1.3, 0.5, 90.4
N#C/C(=C\c1ccc[nH]1)C(=O)NC1CC1
→ 0.7, 12.0, 103.8, -1.1, -2.9, -90.4, -4.9, nt, -1.4, 113.3

Two entries from above, with each value named.
Structure: O=C(CCCc1nc2ccccc2s1)NCc1ccccc1F
  MRP-1 activ = 0.5	Measles CPE = 8.6	HCT116 bCat-KO = 94.5	NPY-Y2 antag = 6.5	GALR2 blocker = 13.9	Yeast growth inh = -50.4	Yeast life ext = -3.9	E-sel TNF inh = 20.4	Phagocytosis inh = -1.1	HCT116 PTEN-null = 95.1

Structure: COCCCNc1ncnc2c1cnn2-c1ccc(C)cc1C
  MRP-1 activ = -1.4	Measles CPE = 6.6	HCT116 bCat-KO = 97.7	NPY-Y2 antag = 3.0	GALR2 blocker = 7.3	Yeast growth inh = 18.4	Yeast life ext = -9.0	E-sel TNF inh = -6.2	Phagocytosis inh = 6.1	HCT116 PTEN-null = 95.0
